Pf Dd2 inh = qHTS Primary assay for Inhibitors of Plasmodium falciparum Dd2 growth in vitro | P. falciparum Dd2 growth, SYBR Green, 72 h | Potency, µM (highest dose often 28.9 µM), without a hit: at the highest dose activity, negative = inhibition, hits mostly inhibitors | 4.3% of 120,000 active; active means well fitted inhibition curve with a large enough effect; inconclusive means small, poorly fitted or top-dose-only effect; inactive means no such curve, though single readings can be large or run the other way;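 further: plate controls were DMSO vehicle for no effect and reference drug for full effect; nearly all actives have a fitted effect of over 65% in size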
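Infected erythrocytes (Dd2, 0.3% parasitemia, 2.5% hematocrit final) are added to compound in RPMI-1640/Albumax II medium, grown 72 h at 37C in low oxygen, then lysed with saponin/Triton-X containing SYBR Green and read by fluorescence.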
Active calls of the source: *; i = inactive; ? = inconclusive; [ ] = another dose, or the depositor's remark. Potency means the concentration at half of the fitted maximal effect.

SMILES | Pf Dd2 inh
COc1cc(=O)n2c(c1C(=O)Nc1ccc(Cl)cc1C)CCCC2 | 6%
CCC1=C(C(=O)OC)C(c2cccc(OC)c2OC)N2C(CC(=O)N3CCOCC3)=CSC2=N1 (stereo not drawn) | i
O=C(Cc1ccccc1)N(Cc1cccnc1)c1nc2c(Cl)cccc2s1 | ?
COc1ccc(C(=O)N2CCC(CO)(CN3CCCC3)CC2)cc1C | i
Cc1noc2c(-c3ccnn3C)cc(-c3ccc(F)cc3)nc12 | ?
Cc1cc(C)c(CNC(=O)c2nc(-c3ccnn3C)cc3c2ccn3C(C)C)c(=O)[nH]1 | 7.1µM*
COC(=O)C(=O)N1CCN2C(=O)N(Cc3ccc(C)cc3)C[C@H]2C1 | -12%[44.1 µM]
COc1ccc(C(=O)N2C[C@@H](F)C[C@H]2C(=O)N2CCCCC2)cc1 | 3%
CCCS(=O)(=O)N1CCCN(S(=O)(=O)c2ccccc2)CCC(=O)NCC1 | 9%
O=C(Cc1ccccc1)N1CCC(Oc2cccnc2)C1 (stereo not drawn) | 16%
Cn1nc(C(=O)N2CCc3nc4cc[nH]n4c(=O)c3C2)c2ccccc21 | 20%[5.79 µM]
COc1ccc(-c2nc(CSCC(=O)N3CCN(c4cc(Cl)ccc4C)CC3)c(C)o2)cc1 | i
CN1CCN([C@@H]2[C@H](O)[C@H](CO)O[C@@H]2CN(Cc2ccc(Cl)cc2)Cc2cccc(Cl)c2)CC1 | ?
Cc1ccc(-n2ncc3c(N4CCN(Cc5ccccc5)CC4)ncnc32)cc1Cl | 27%
COc1ccc2c(c1)OCC(CNC(=O)CN1CCOCC1)C2 (stereo not drawn) | -6%
COc1ccccc1CN1CCCn2nc(C)c(-c3cccnc3N3CCOCC3)c21 | i
O=C(O)CO[C@@H]1COCC[C@H]1NC(=O)c1cc2c(s1)CCCCC2 | -3%
O=C(C1CCCCC1)N1C[C@@H]2C[C@H](C1)c1c(/C=C/c3ccc(Cl)cc3)ccc(=O)n1C2 | i
COCC1CN(C)CC12CCN(C(=O)c1ccc(OC)c(F)c1)CC2 (stereo not drawn) | 0%
CCn1ncc(NC(=O)Cn2ncc3cc(-c4ccc(C)cc4F)ccc32)n1 | -22%
COCCNC(=O)[C@@H]1C[C@H](Oc2cccnc2)CN1S(=O)(=O)c1ccc2c(c1)CCC2 | -11%
O=C(c1nnc(CNc2ccc(OC(F)(F)F)cc2)n1-c1ccccc1)N1CCC[C@@H]1CN1CCCC1 | -4%
CCn1c(=O)cc(OCC(=O)Nc2cc(OC)c(OC)c(OC)c2)c2ccccc21 | -20%
O=C(CCc1n[nH]c2c1CCCC2)N1CC[C@H]2CNC[C@H]21 | -6%
CNc1ncc(CN(C)C(=O)c2cc(S(N)(=O)=O)ccc2F)cn1 | -7%
O=C(c1ccc(F)cc1)N1C[C@@H]2C[C@H](C1)c1ccc(NS(=O)(=O)c3cccc(F)c3)c(=O)n1C2 | ?
COc1cccc(-c2noc(CC3CCN(C(=O)c4ccccc4C)CC3)n2)c1 | i
Cc1csc(NC(=O)[C@@H]2CCC[C@@H](N(C)C)CN(C)C(=O)C2)n1 | i
COc1ccc(C(=O)N[C@@H]2c3ccccc3C3(CCNCC3)[C@H]2OC)c(C)c1 | -18%
Cc1cccc(NC(=O)Cn2cccc2-c2nc(-c3ccc(F)cc3)no2)c1 | ?
CNC(=O)c1cnn2ncccc12 | 17%[44.1 µM]
COCCCNC(=O)CCc1ccc2c(c1)CN(C(=O)NC(C)C)CCO2 | 5%
CCn1ccc(C(=O)N2CCC(CC(=O)NC3CC3)C2)n1 (stereo not drawn) | -7%
CCc1ccccc1NC(=O)CN1C(=O)NC2(CCC(C)CC2)C1=O (stereo not drawn) | i
Cc1cnc(C(=O)N2CCCCCC2c2nnc(-c3ccccc3)o2)cn1 (stereo not drawn) | ?
CC(C)CC(=O)Nc1nnc(S(=O)(=O)N(C)c2ccc(Cl)cc2)s1 | 43%[activator]
CC(C)CCNC(=O)c1cnc2n1CCN(Cc1cccs1)CC2 | i
COc1ccc(Cn2cc(S(=O)(=O)c3ccc(Cl)cc3)c(=O)c3cc4c(cc32)OCO4)cc1 | ?
Cc1ccc(NC(=O)Cn2nc(C(F)(F)F)c3c2CCCC3)cc1C | -20%
CCS(=O)(=O)N1C[C@@H](COc2ccncc2)[C@H](c2ccccn2)C1 | -18%
COC[C@H]1CCCN1C[C@H]1CN2CC[C@H]1C[C@@H]2CNC(=O)Nc1ccc(OC)cc1 | 1%[44.1 µM]
O=C1NCCCC[C@@H]1NCc1ccccc1OCCCCN1CCOCC1 | ?
Cc1c(C(=O)Nc2cc(F)ccc2F)sc2nc(-c3ccc(F)cc3)cn12 | i
COC(=O)c1sccc1S(=O)(=O)N(CC(=O)Nc1cc(F)ccc1F)c1ccc(C)c(C)c1 | -24%
Cc1ccc(NC(=O)C2CCN(C(=O)c3nnn4c3COC(c3ccc(C)cc3)C4)CC2)cc1 (stereo not drawn) | i
COc1ccccc1CCC(=O)N1CCc2nn(C)c(=O)n2CC1 | 19%
O=C(C(c1cccnc1)N1CCOCC1)N(C/C=C/c1ccccc1)CCO (stereo not drawn) | -16%
O=C(CN1CCCc2nc(-c3ccncc3)ncc2C1=O)NCCCN1CCOCC1 | 0%
CC(C)(CN)N1CCCC1 | i
COc1ccc2oc(=O)cc(CN3CCN(C(=O)c4ccccc4)CC3)c2c1 | -1%
Cc1ccccc1-c1cnc2[nH]cc(CC(=O)N3CCCC3)c2c1 | -16%[44.1 µM]
NCc1n[nH]c(=O)n1-c1ccc2c(c1)OCO2 | -12%
COc1ccc(-c2cc(N3CCCN(C(=O)c4ccc(C)nc4)CC3)n[nH]2)cc1 | i
CCOc1cccc(CN2CCC3(CC2)CC(CC(=O)N2CCCC2)CCO3)c1 (stereo not drawn) | 166%[activator]
CN1c2cccnc2CN(C2CCC(CO)CC2)CC[C@H]1CO (stereo partly drawn) | -7%[44.1 µM]
COc1ccc(OC)c2sc(N3CCN(C(=O)C4COc5ccccc5O4)CC3)nc12 (stereo not drawn) | 15%
Cc1cn2c(=O)cc(COc3cccc(NC(=O)c4cccc(F)c4)c3)nc2s1 | -28%
CCOc1ccc(N(CC)S(=O)(=O)N2CCCC(C(=O)Nc3ccc(OC)c(OC)c3)C2)cc1 (stereo not drawn) | ?
Cc1cc2oc(C(=O)N(Cc3ccccc3F)C3CCS(=O)(=O)C3)c(C)c2cc1Cl (stereo not drawn) | ?
CS(=O)(=O)N1CCCC(C(=O)NC2CCCC2)CCNC(=O)CC1 (stereo not drawn) | 23%

The list continues.
SMILES | Pf Dd2 inh
CCOC(=O)N1CCC(n2ccnc2-c2cc3n(n2)CCNC3)CC1 | -5%
Cn1cccc1CNC(=O)C1c2ccccc2C(=O)N(Cc2ccccc2)C12CCCC2 (stereo not drawn) | i
CC(C)CCN1C(=O)CC[C@]2(C(=O)N3CCC(N4CCCCC4)CC3)CCCC[C@@H]12 | ?
CCN(CC)CCCNC(=O)c1sc2nc3n(c(=O)c2c1C)CCCCC3 | ?
CCN1C(=O)C(O)(c2c(C)[nH]c3ccccc23)c2ccccc21 (stereo not drawn) | 9%
COc1ccc(C)cc1NC(=O)NC(C)c1c(-n2cccc2)sc(C)c1C (stereo not drawn) | ?
O=C(Nc1ccccc1)NC1CCN(C(=O)N2CC3CC(C2)[C@H]2CCCC(=O)N2C3)CC1 (stereo partly drawn) | -22%
COC(=O)c1ccc(CSc2nc3c([nH]c4ccccc43)c(=O)n2-c2cccc(OC)c2)o1 | ?
COC(=O)c1sccc1S(=O)(=O)N(CC(=O)NCc1ccc(C)cc1)c1ccc(C)c(C)c1 | 38%[activator]
Cc1[nH]cnc1C(=O)N1CCOc2c(O)cc(-c3csc4ccccc34)cc2C1 | ?
NC(=O)Cn1c(=O)n(CCCCCC(=O)NCc2ccccc2)c(=O)c2sccc21 | i
Cc1ccc(-c2c(C(=O)N3CCN(c4cccc(C)c4)C(C)C3)oc(=O)c3ccccc23)cc1 (stereo not drawn) | 4.5µM*
CN(CC1CCN(CCc2ccc(Cl)cc2)CC1)C(=O)c1ccccc1C#N | ?
Cc1cccc(C(=O)N2CCc3cc(CNC(=O)COc4ccc(Cl)cc4)ccc32)c1 | ?
O=C1NCCCCCN(C(=O)Nc2ccccc2F)[C@H]2CCC[C@@H]12 | 27%
COc1cccc(N2CC3(COCC2=O)CN(c2ccc(C(F)(F)F)cn2)C3)n1 | ?
O=[S+]([O-])(c1ccccc1)N1CC2(COCCN(Cc3ccsc3)C2)C1 | 15%[44.1 µM]
CC[C@H]1CN2CC[C@H]1C[C@@H]2CNC(=O)CCC(=O)O | 2%[44.1 µM]
Cc1nn(CC(=O)N2CCN(c3ccccc3F)CC2)c(=O)c2nc(C(C)C)sc12 | -21%
CCCCOc1ccc(CNC(=O)c2cnc3sc(N4CCCCCC4)nn3c2=O)cc1 | i

3 neighbouring records from above, quoted:
SMILES | Pf Dd2 inh
CCOC(=O)N1CCC(n2ccnc2-c2cc3n(n2)CCNC3)CC1 | -5%
Cn1cccc1CNC(=O)C1c2ccccc2C(=O)N(Cc2ccccc2)C12CCCC2 (stereo not drawn) | i
CC(C)CCN1C(=O)CC[C@]2(C(=O)N3CCC(N4CCCCC4)CC3)CCCC[C@@H]12 | ?

More entries follow.
SMILES | Pf Dd2 inh
CCn1ccnc1CN1CCc2[nH]cnc2C1c1ccc(OC)c(F)c1F (stereo not drawn) | -25%
Cc1cc(C)cc(NC(=O)Cn2c(C(F)(F)F)nc3ccccc32)c1 | -10%
COc1ccc(C(=O)N2CC(c3nc(CCOCC4CC4)no3)C2)c(OC)n1 | -14%
CN(C)C(=O)c1cc2c(s1)CCC(C(=O)N1CCN(c3ccccn3)CC1)C2 (stereo not drawn) | i
O=c1c2cc3c(cc2n(Cc2cccc(Cl)c2)c(=O)n1Cc1nc(-c2ccccc2)no1)OCO3 | 16%
Cn1cc(S(=O)(=O)N2CCOCC2)cc1C(=O)Nc1ccc(Cl)c(C(F)(F)F)c1 | -11%
COc1ccc(S(=O)(=O)Nc2ccc3n(c2=O)C[C@H]2C[C@@H]3CN(C(=O)Nc3cc(OC)cc(OC)c3)C2)cc1 | ?
CCCN(CC1CCOC1)C(=O)Nc1ccc(F)cc1 (stereo not drawn) | 11%[5.79 µM]
CCN(Cc1nc2ccccc2[nH]1)CC1CCCN(CCc2cccc(F)c2)C1 (stereo not drawn) | ?
COc1cccc(CNC(=O)c2oc3ccc4c(c3c2C)C(=O)CC(C)(C)O4)c1OC | -2%
O=C(NCC1CCCO1)c1ccc(-c2ccc(N3CCCCC3)nc2)cc1 (stereo not drawn) | i
COc1cc(NS(=O)(=O)c2ccc3c(c2)CC(=O)N3)cc(OC)c1OC | 25%
O=S(=O)(NC[C@H]1C[C@@H]2CCN1C[C@@H]2CN1CCC(Cc2ccccc2)CC1)c1ccc(Cl)cc1 | ?
O=C(NC1CCCN(c2cc(-c3ccccc3)[nH]n2)C1)c1nccc2ccccc12 (stereo not drawn) | i

27 of the compounds above, as comma-separated lines.
mol,Pf Dd2 inh
COC(=O)c1ccc(CSc2nc3c([nH]c4ccccc43)c(=O)n2-c2cccc(OC)c2)o1,?
COC(=O)c1sccc1S(=O)(=O)N(CC(=O)NCc1ccc(C)cc1)c1ccc(C)c(C)c1,38%[activator]
Cc1[nH]cnc1C(=O)N1CCOc2c(O)cc(-c3csc4ccccc34)cc2C1,?
NC(=O)Cn1c(=O)n(CCCCCC(=O)NCc2ccccc2)c(=O)c2sccc21,i
Cc1ccc(-c2c(C(=O)N3CCN(c4cccc(C)c4)C(C)C3)oc(=O)c3ccccc23)cc1 (stereo not drawn),4.5µM*
CN(CC1CCN(CCc2ccc(Cl)cc2)CC1)C(=O)c1ccccc1C#N,?
Cc1cccc(C(=O)N2CCc3cc(CNC(=O)COc4ccc(Cl)cc4)ccc32)c1,?
O=C1NCCCCCN(C(=O)Nc2ccccc2F)[C@H]2CCC[C@@H]12,27%
COc1cccc(N2CC3(COCC2=O)CN(c2ccc(C(F)(F)F)cn2)C3)n1,?
O=[S+]([O-])(c1ccccc1)N1CC2(COCCN(Cc3ccsc3)C2)C1,15%[44.1 µM]
CC[C@H]1CN2CC[C@H]1C[C@@H]2CNC(=O)CCC(=O)O,2%[44.1 µM]
Cc1nn(CC(=O)N2CCN(c3ccccc3F)CC2)c(=O)c2nc(C(C)C)sc12,-21%
CCCCOc1ccc(CNC(=O)c2cnc3sc(N4CCCCCC4)nn3c2=O)cc1,i
CCn1ccnc1CN1CCc2[nH]cnc2C1c1ccc(OC)c(F)c1F (stereo not drawn),-25%
Cc1cc(C)cc(NC(=O)Cn2c(C(F)(F)F)nc3ccccc32)c1,-10%
COc1ccc(C(=O)N2CC(c3nc(CCOCC4CC4)no3)C2)c(OC)n1,-14%
CN(C)C(=O)c1cc2c(s1)CCC(C(=O)N1CCN(c3ccccn3)CC1)C2 (stereo not drawn),i
O=c1c2cc3c(cc2n(Cc2cccc(Cl)c2)c(=O)n1Cc1nc(-c2ccccc2)no1)OCO3,16%
Cn1cc(S(=O)(=O)N2CCOCC2)cc1C(=O)Nc1ccc(Cl)c(C(F)(F)F)c1,-11%
COc1ccc(S(=O)(=O)Nc2ccc3n(c2=O)C[C@H]2C[C@@H]3CN(C(=O)Nc3cc(OC)cc(OC)c3)C2)cc1,?
CCCN(CC1CCOC1)C(=O)Nc1ccc(F)cc1 (stereo not drawn),11%[5.79 µM]
CCN(Cc1nc2ccccc2[nH]1)CC1CCCN(CCc2cccc(F)c2)C1 (stereo not drawn),?
COc1cccc(CNC(=O)c2oc3ccc4c(c3c2C)C(=O)CC(C)(C)O4)c1OC,-2%
O=C(NCC1CCCO1)c1ccc(-c2ccc(N3CCCCC3)nc2)cc1 (stereo not drawn),i
COc1cc(NS(=O)(=O)c2ccc3c(c2)CC(=O)N3)cc(OC)c1OC,25%
O=S(=O)(NC[C@H]1C[C@@H]2CCN1C[C@@H]2CN1CCC(Cc2ccccc2)CC1)c1ccc(Cl)cc1,?
O=C(NC1CCCN(c2cc(-c3ccccc3)[nH]n2)C1)c1nccc2ccccc12 (stereo not drawn),i

Screening data: PubChem, National Center for Advancing Translational Sciences (NCATS)

This is a subset; rates above refer to the full screens.
